KOR beta-arrestin-1 – KOR antagonists, beta-arrestin recruitment, cell-based, luminescence, uHTS (AID 1778) | 290,000 compounds, 0.091% hits | inhibition, % at 10 µM; hits with a dose series show IC50 in µM | KOR beta-arrestin recruitment, luminescence, antagonist mode; higher % means a stronger effect | Kappa-type opioid receptor (Homo sapiens); further: strong numbers were not always called active
GPR35 antagonists – GPR35 antagonists blocking zaprinast-driven arrestin recruitment, primary screen, imaging, U2OS, beta-arrestin-GFP, zaprinast agonist (AID 2058); G-protein coupled receptor 35 (Homo sapiens); U2OS GPR35 beta-arrestin-GFP translocation imaging, zaprinast antagonism; higher % means a stronger effect; inhibition, % at 10 µM; hits with a dose series show IC50 in µM; 290,000 compounds, 0.052% hits;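 active means inhibition of at least 50% with at least 30 cells and total cytoplasm GFP at most 10,000,000; inconclusive means under 30 cells or total GFP of 10,000,000 plus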
GPR55 antagonists – GPR55 antagonists blocking LPI-driven arrestin recruitment, primary screen, imaging, U2OS, beta-arrestin-GFP, LPI agonist (AID 2013). G-protein coupled receptor 55 (Homo sapiens). U2OS GPR55 beta-arrestin-GFP translocation imaging, LPI antagonism; higher % means a stronger effect. inhibition, % at 10 µM, or IC50 in µM where a hit was titrated. 290,000 compounds, 0.13% hits;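 active means spots per cell inhibited over 60%, with over 100 cells counted and total cytoplasm intensity under 500,000; inconclusive means wells with under 100 cells, flagged as likely toxic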;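 further: U2OS cells stably carrying GPR55 and arrestin-GFP stimulated by 5 µM LPI near EC80; imaged beta-arrestin-GFP aggregate spots per cell after agonist stimulation; plate controls were LPI-stimulated DMSO wells for no effect and DMSO wells without LPI for full effect; some results filed as inactive read as strong as hits; confirmed hits need IC50 under 10 µM and bright autofluorescent wells are also inconclusive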
NOD1 NF-kB reporter – NOD1 signaling inhibitors, primary screen, cell-based, luminescence, uHTS (AID 1578); inhibition, % at 4 µM; hits with a dose series show EC50 in µM; 290,000 compounds, 1% hits; NOD1-driven NF-kB luciferase reporter cells, luminescence; higher % means a stronger effect; in the data active means inhibition mostly above about 36%, no sharp cut-off; inactive means mostly below about 34%;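 further: HEK-293T reporter cells stimulated with the NOD1 agonist gamma-tri-DAP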
HIV peptide binding – inhibitors of HIV fusion peptide binding, primary screen, biochemical, uHTS, fluorescence dequenching (AID 1986); one-dose inhibition, % at 20 µM; IC50 in µM for titrated hits; 290,000 compounds, 0.3% hits; cell-free peptide binding, fluorescence dequenching, 30 min; higher % means a stronger effect; in the data active means inhibition mostly above about 52%, no sharp cut-off; inactive means mostly below about 76%; further: some results filed as inactive read as strong as hits
NOD2 inhibition – NOD2 signaling inhibitors, cell-based, luminescence, uHTS, HEK293 (AID 1566); HEK293 NOD2/NF-kB luciferase reporter, luminescence; higher % means a stronger effect; inhibition, % at 4 µM, or EC50 in µM where a hit was titrated; 290,000 compounds, 0.63% hits; further: many of its hits are not listed in these tables
Myeloid diff MLP – induction of myeloid progenitor differentiation, primary screen, cell-based, flow cytometry, MLPCN library; ER-HoxA9 myeloid progenitors, lysozyme-GFP differentiation; calls only at 10 µM; 360,000 compounds, 1% hits; AID 624256, 2012;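 active means normalized GFP-positive differentiation at or above the plate's own cutoff, the solvent-only control mean plus 3 SD; inconclusive means no clear call, values can overlap the other calls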;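 further: cells exposed to compound for four days before flow analysis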
KOR beta-arrestin-2 – KOR agonists, beta-arrestin recruitment, primary screen, cell-based, luminescence, uHTS (AID 1777). 280,000 compounds, 0.02% hits. activation, % at 10 µM; hits with a dose series show EC50 in µM. KOR beta-arrestin recruitment, luminescence; higher % means a stronger effect; in the data active means activation above about 50%, passing the limit was not always enough; further: a part of the inactive calls stands beside numbers as strong as those of hits
GPR55 activation – GPR55 agonists via beta-arrestin recruitment, primary screen, imaging, U2OS cells, beta-arrestin-GFP redistribution (AID 1961). U2OS GPR55 beta-arrestin-GFP redistribution imaging; higher % means a stronger effect. activation, % at 10 µM, or EC50 in µM where a hit was titrated. 290,000 compounds, 0.048% hits;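 active means activation above 40% with more than 50 cells counted in the well; inconclusive means wells holding fewer than 50 cells, flagged as toxic or sparse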;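 further: U2OS osteosarcoma cells stably expressing GPR55 and beta-arrestin-GFP; plate controls were DMSO negative control for no effect and LPI positive control for full effect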
Myeloid diff MLP GFP+ MAC1+ % – further read-out of Myeloid diff MLP, marked with its call; GFP+ MAC1+ double positive, %; measured here: differentiation confirmed by MAC1 staining
* = called active by the depositor; i = inactive; ? = inconclusive; nt = no result given; [ ] = remark or other dose. Unless noted, no stated cut-off is given here; in the data, active means inhibition above about 50%; inactive means the rest.

no. | Compound | KOR beta-arrestin-1 | GPR35 antagonists | GPR55 antagonists | NOD1 NF-kB reporter | HIV peptide binding | NOD2 inhibition | Myeloid diff MLP | Myeloid diff MLP GFP+ MAC1+ % | KOR beta-arrestin-2 | GPR55 activation
1 | O=C(NCc1ccccc1)N[C@@H](Cc1c[nH]c2ccccc12)C(=O)O | -12% | 6% | -23% | 14% | -2.1% | 13% | i | 1.4 | -7.3% | -0.2%
2 | Cc1ccc(/C=N/NC(=O)NC2CCCCC2)o1 | -2% | 16% | 1% | -26% | -1.6% | 17% | i | 0.5 | -4.9% | -0.1%
3 | CC(C)c1nnc(NC(=O)c2cccnc2)s1 | 10% | 3% | -10% | 3% | 0.3% | -18% | i | 0.6 | 11% | 0.3%
4 | CC(C)(C)n1nc2c(c1NC(=O)Cc1cccs1)CSC2 | 25% | -6% | 16% | 6% | 4.1% | 7% | nt | nt | -4.1% | -0.2%
5 | O=[N+]([O-])c1ccc(N2CCCCC2)cc1 | 19% | 13% | -7% | 4% | -1.2% | 2% | i | 0.4 | -0.9% | 0.0%
6 | O=C(C1CCCN(Cc2nc(-c3ccc(Cl)cc3)no2)C1)N1CCOCC1 (centres undefined) | -25% | 11% | -5% | -6% | 1.2% | 15% | i | 0.6 | -1.4% | 0.1%
7 | C=CCSc1nnc(Cc2cc(=O)[nH]c(=O)[nH]2)n1-c1cc(C)ccc1C | -21% | -7% | -11% | 36% | 1.0% | 0% | i | 0.9 | 6.1% | -0.1%
8 | Cn1c(SCC(=O)OC2CCCCC2)nnc1-c1ccc2c(c1)OCO2 | 6% | -1% | 9% | 4% | 0.1% | 0% | i | 14 | 4.8% | 0.1%
9 | CCC(=O)Nc1c(C)cc(C)cc1Cl | 25% | -2% | -13% | 12% | 0.0% | -22% | i | 0.8 | 5.1% | -0.3%
10 | Cc1ccc(S(=O)(=O)Nc2ccccc2-c2ccccc2)cc1 | -13% | 8% | -10% | 18% | 0.9% | -12% | ? | nt | 0.3% | -0.1%
11 | NS(=O)(=O)c1ccc(NC(=O)COC(=O)COc2ccc(Br)cc2)cc1 | -6% | 10% | -2% | -15% | 1.0% | 9% | i | 1.1 | -1.6% | -0.1%
12 | C/C(=N\NC(=O)c1cc(C)nc2ccccc12)c1cccc(Cl)c1 | 10% | 0% | 14% | -30% | -2.1% | 13% | nt | nt | -8.2% | -0.1%
13 | CCN1CCN(CCC(=O)Nc2cccc(C)c2)CC1 | -53%[20 µM] | 1% | 7% | -33% | -1.0% | -10% | i | 0.5 | 1.9% | -0.3%
14 | O=C1CCC(C(=O)N2CCN(c3ccc(F)cc3)CC2)CN1CC1CCCCC1 (centres undefined) | -9% | -8% | -5% | 11% | -0.7% | 22% | i | 3.7 | 2.1% | -0.1%
15 | CCCCN(C(=O)/C=C/c1ccco1)c1c(N)n(Cc2ccccc2)c(=O)[nH]c1=O | -10% | -8% | 7% | -32% | 1.3% | 9% | i | 0.5 | 3.6% | 0.0%
16 | Cc1ccc(C(=O)COC(=O)C2C3C=CC(C3)C2C(=O)OCC(=O)c2ccc(C)c(C)c2)cc1C (centres undefined) | -19% | -12% | 0% | 6% | 1.0% | -12% | i | 0.5 | 1.1% | -0.1%
17 | CN(C(=O)c1ccco1)c1nc(-c2ccccc2)cs1 | -46%[20 µM] | 3% | 18% | -37% | 2.8% | -51% | i | 0.4 | -5.2% | 0.2%
18 | Cc1ccc(OCc2n[nH]c(=S)n2Cc2ccccc2)cc1 | -3%[20 µM] | 7% | 22% | -8% | 0.4% | 13% | i | 0.7 | -4.7% | 0.0%
19 | CCOC(=O)C1CCCN(C(=O)Nc2cccc(Cl)c2)C1 (centres undefined) | 3% | -6% | 8% | -12% | 0.6% | -7% | i | 2.1 | 0.5% | -0.1%
20 | O=c1c2sccc2nc(SCc2ccc([N+](=O)[O-])cc2)n1Cc1ccccn1 | 26% | -13% | 0% | -22% | 1.2% | 0% | i | 0.6 | 0.4% | -0.2%
21 | CCn1nc(NS(=O)(=O)c2ccc(NC(C)=O)cc2)c2cc3cc(C)ccc3nc21 | 8% | -9% | 2% | -4% | 1.2% | -17% | i | 1.7 | -4.9% | 0.0%
22 | c1ccc(Cn2nnnc2C(c2cccs2)N2CCCCCC2)cc1 (centres undefined) | 30% | 15% | 5% | -31% | -1.2% | 6% | i | 9.0 | -3.0% | -0.1%
23 | COC(=O)c1c(NC(=O)CSc2nnc(C)c(=O)[nH]2)sc(C)c1C | 19% | 4% | 10% | -7% | 0.6% | -2% | i | 0.6 | -2.4% | 0.1%
24 | CC(=O)c1cnc2c(-c3ccccc3)c(C)nn2c1C | -5% | 4% | -3% | 2% | 2.6% | 4% | i | 0.3 | 1.9% | 0.1%
25 | CCC1CCCCN1C(=O)COc1ccccc1NC(C)=O (centres undefined) | -15% | 5% | -6% | 3% | -4.1% | 8% | i | 0.2 | -20% | 0.7%
26 | NC1=NC(=Nc2cccc(S(=O)(=O)N3CCOCC3)c2)c2ccccc21 | -2% | -6% | -3% | -5% | -2.0% | 3% | i | 0.0 | nt | -0.3%
27 | O=C(NC1CCCN(C2Cc3ccccc3C2)C1)c1ccc(F)cc1Cl (centres undefined) | -32% | -10% | -1% | -13% | 1.3% | -12% | i | 1.9 | -2.6% | -0.2%
28 | CC(C)[C@H](NC(=O)[C@@H]1CSC2c3ccccc3C(=O)N21)C(=O)NCc1ccncc1 (some centres undefined) | -6% | -24% | 19% | -23% | 0.2% | 8% | i | 4.7 | -4.0% | 0.3%
29 | Cc1ccc(NC(=O)CSc2nc3ccccc3c(=O)n2CCCN2CCCCC2)cc1Cl | 3% | -9% | 11% | -23% | 1.1% | 1% | i | 0.4 | -3.0% | 0.1%
30 | Cc1cc(C(=O)CSc2nc3ccccc3[nH]2)c(C)n1C | -27% | 3% | -22% | -44% | -1.4% | -109% | i | 0.4 | -2.4% | 0.9%
31 | Cc1cc(C)cc(NC(=O)Cn2nnc(C(=O)NCc3ccco3)c2N)c1 | 11% | -12% | -12% | -19% | -0.1% | 16% | ? | nt | -7.7% | -0.2%
32 | COc1ccc(C(C(=O)NCc2ccc(F)cc2)N(Cc2cccnc2)C(=O)c2snc(C(N)=O)c2N)cc1 (centres undefined) | 38% | 5% | 0% | -23% | -1.0% | 5% | i | 1.2 | 3.0% | -0.2%
33 | O=C(/C=C/c1ccc2c(c1)OCCCO2)c1ccccc1O | 1% | -9% | 28% | -4% | 1.6% | 6% | i | 0.5 | 1.1% | 12%
34 | CCCNc1c(NS(=O)(=O)c2cccc(C#N)c2)c(=O)oc2ccccc12 | -21% | 6% | 10% | -18% | -2.2% | -2% | i | 3.2 | -2.1% | -0.1%
35 | CC(=O)Nc1cccc(-c2csc(Nc3ccc(Cl)cn3)n2)c1 | -70%[20 µM] | -7% | -4% | -39% | 0.5% | -165% | i | 0.2 | -2.0% | 0.2%
36 | Clc1ccccc1OCc1nn[nH]n1 | 6% | -14% | 5% | 6% | -0.5% | -6% | i | 0.4 | 7.5% | -0.2%
37 | COc1ccc2nc(NC(=O)c3ccoc3C)sc2c1 | 12% | 12% | 4% | -48% | 0.2% | -189% | i | 5.4 | -0.7% | 0.4%
38 | Cc1cc([N+](=O)[O-])nn1CC(=O)N/N=C/c1ccccc1F | -25% | 4% | 5% | 1% | 0.1% | -8% | i | 0.5 | 4.9% | 0.3%
39 | CCCn1c(C)nc2cc(Cl)c(N3CCN(c4nc(-c5ccc(C)cc5)cs4)CC3)cc21 | -60%[20 µM] | 5% | 1% | 23% | 2.3% | -2% | i | 1.4 | 1.7% | 4.5%
40 | Cc1ccc2c(c1)N(CC(=O)NCCc1ccccc1)C(=O)c1cccnc1O2 | 14%[20 µM] | -2% | -2% | -24% | 0.6% | 0% | i | 1.1 | -4.4% | -0.3%
41 | CC(=O)Oc1c(Cl)c(N2CCOCC2)c(OC(C)=O)c2ccccc12 | 32% | -9% | -10% | -3% | -2.4% | 12% | i | 0.9 | -3.5% | 0.2%
42 | COCCn1c(-c2ccc(C)cc2)nc2oc3cc(OC)ccc3c(=O)c2c1=O | -2% | -8% | 4% | -5% | -1.4% | 0% | i | 0.8 | -0.6% | 0.2%
43 | COc1ccccc1N1CCN(C(=O)c2oc3cc(C)c(C)cc3c2C)CC1 | 23% | -10% | 3% | -11% | -2.8% | 17% | i | 1.0 | -7.8% | -0.1%
44 | Cc1sc2ncn(CC(=O)NCc3ccccn3)c(=O)c2c1S(=O)(=O)N1CCOCC1 | -8% | 4% | 1% | 1% | 4.3% | 12% | i | 5.0 | -4.5% | -0.5%
45 | Oc1ccc(-c2cn3c(n2)SCC3)cc1O | 8% | 6% | 7% | -40% | -1.6% | -5% | i | 0.5 | -4.0% | -0.1%
46 | O=C1Nc2ccccc2OC1CC(=O)N1CCOCC1 (centres undefined) | 27% | 11% | -1% | 6% | 1.3% | 17% | i | 2.8 | -12% | -0.1%
47 | CCc1ccc(NC(=O)/C(C#N)=C/c2cn(CC(=O)O)c3ccccc23)cc1 | -2%[20 µM] | 0% | -1% | -36% | 6.0% | 6% | i | 0.5 | nt | 0.3%
48 | COc1cc2c(cc1OC)C(c1cccnc1)CC(=O)N2 (centres undefined) | 10% | 6% | 17% | -26% | 1.4% | 8% | i | 2.0 | -0.8% | 0.3%
49 | CC1CCN(CC(=O)Nc2ccccc2C(=O)c2ccccc2)CC1 | -10% | 1% | -1% | 7% | 0.9% | 14% | i | 0.3 | 0.7% | 0.2%
50 | Cc1ccc(CNn2cnnc2SCC(=O)NC(C)(C)C)cc1 | -22% | -3% | 18% | -10% | 1.6% | 3% | i | 0.8 | 1.4% | 0.2%
51 | CCO[C@@H]1OC(C(=O)N2CCN(Cc3ccc4c(c3)OCO4)CC2)=C[C@H](C2CC2)[C@H]1CCCO | 7% | 10% | -9% | 7% | -1.4% | -23% | i | 0.4 | -4.3% | -0.2%
52 | COC(=O)CSc1nc(N)nc(C)c1Br | 0% | -1% | -4% | -15% | 4.8% | -1% | i | 0.8 | -8.8% | -0.2%
53 | CCOC(=O)C1CCN(S(=O)(=O)c2cc(F)ccc2OC)CC1 | 7% | 11% | 5% | -18% | 0.1% | 0% | i | 0.4 | -3.7% | -0.2%
54 | COC(=O)c1sccc1-n1cccc1C(=O)C(=O)N1CCOCC1 | -14%[20 µM] | 13% | 11% | 31% | -1.1% | -7% | i | 0.2 | -3.5% | -0.1%

Assay outcomes deposited in PubChem by several laboratories.

Only part of the results is shown, so the mix of outcomes need not match the whole.
